Screening results deposited in PubChem BioAssay by several laboratories.
NTR1 agonist: agonists of NTR1, primary screen, imaging, U2OS cells, beta-arrestin-GFP, high content (AID 493036); NTR1-U2OS beta-arrestin-GFP spot imaging, agonist mode; P30989; actives 0.17% (n = 330,000); activation, % at 20 µM;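 active = activation at or above 40% of the spot to cytoplasm intensity ratio, with at least 20 cells analyzed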;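 note: 0% = DMSO without peptide and 100% = 100 nM NTR1 peptide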
Target sequence (P30989 whole entry, looked up): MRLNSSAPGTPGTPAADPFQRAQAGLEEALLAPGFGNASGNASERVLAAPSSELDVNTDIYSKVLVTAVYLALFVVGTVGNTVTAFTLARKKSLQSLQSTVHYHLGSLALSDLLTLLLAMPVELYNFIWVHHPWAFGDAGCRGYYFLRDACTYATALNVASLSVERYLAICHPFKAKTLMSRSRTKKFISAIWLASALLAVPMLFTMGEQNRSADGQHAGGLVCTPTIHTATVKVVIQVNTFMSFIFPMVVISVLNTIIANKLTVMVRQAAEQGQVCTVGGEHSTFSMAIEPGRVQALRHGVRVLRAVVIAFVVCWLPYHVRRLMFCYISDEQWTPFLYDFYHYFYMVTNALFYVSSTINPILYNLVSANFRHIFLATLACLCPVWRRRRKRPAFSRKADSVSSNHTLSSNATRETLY
K1F lysis inhibition: protection from phage-mediated lysis, alamar blue read-out – E. coli UTI89, K1F phage, bacterial capsule biogenesis inhibitors (AID 488966); E. coli UTI89 K1F phage lysis, alamar blue, 2 h; higher % means a stronger effect; one-dose inhibition, % at 100 µM; IC50 in µM for titrated hits; actives 0.02% (n = 340,000);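 active = phage lysis inhibition, versus mean bacterial control, above a set limit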;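 note: capsule biogenesis inhibitors block K1F phage lysis so surviving cells raise fluorescence; higher fluorescence means more inhibition of phage lysis; actives were called in the ten point dose series up to 300 µM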
LYP inhibition: inhibitors of LYP phosphatase, biochemical, fluorescence intensity, uHTS (AID 1779); recombinant LYP phosphatase, fluorescence intensity; higher % means a stronger effect; inhibition, % at 11.5 µM, or IC50 in µM where a hit was titrated; actives 0.054% (n = 290,000); in the data active = inhibition above about 50%;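 note: plate controls were vehicle with enzyme for no effect and no enzyme for full effect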
NS5 inhibitors: flavivirus cap methylation enzyme inhibition – biochemical, confirmation dose response, primary screen (AID 588689). Dengue-2 NS5 methyltransferase capping enzyme assay, biochemical; higher % means a stronger effect. inhibition, % at 25 µM; hits with a dose series show IC50 in µM. actives 0.3% (n = 340,000); in the data active = a potency from the dose series
WT yeast gro inh: growth inhibition of WT yeast, mitochondrial fusion screen; mitochondrial fusion phenotypic screen, WT strain; inhibition, % at 10 µM; actives 2.1% (n = 190,000); AID 1362; in the data active = inhibition above about 58%; tested in S. cerevisiae
Autophagy HCS: modulators of autophagy | MEF GFP-LC3 puncta imaging; test concentration mostly 10 µM | AID 463193 | calls only at 10 µM (by protocol) | actives 0.98% (n = 190,000);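 active = percentage of spot-positive cells more than 3 SD above its plate mean, without a fluorescence outlier flag or 80% toxicity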;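 note: spot-positive cell cutoff set from DMSO-treated cells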
AID2073: inhibitors of Mint1-CaV2.2 protein interaction, biochemical, HTRF (AID 2073). actives 0.19% (n = 290,000). one-dose inhibition, % at 20 µM; IC50 in µM for titrated hits. HTRF protein-protein interaction, Mint1-CaV2.2; higher % means a stronger effect; in the data active = inhibition mostly above about 51%, no sharp cut-off; note: some results filed as inactive read as strong as hits
RSV antiviral HEp-2: RSV antiviral activity via CPE protection, HEp-2 cells, primary 10 µM value included (AID 2391). HEp-2 cells, RSV-induced CPE inhibition; higher % means a stronger effect. actives 0.13% (n = 310,000). CPE inhibition, % at 10 µM; hits with a dose series show IC50 in µM; in the data active = a potency from the dose series; note: strong numbers were not always called active
GPR35 antagonists: GPR35 antagonists blocking zaprinast-driven arrestin recruitment, primary screen, imaging, U2OS, beta-arrestin-GFP, zaprinast agonist (AID 2058); U2OS GPR35 beta-arrestin-GFP translocation imaging, zaprinast antagonism; higher % means a stronger effect; inhibition, % at 10 µM; hits with a dose series show IC50 in µM; actives 0.052% (n = 290,000);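 active = inhibition of at least 50% with at least 30 cells and total cytoplasm GFP at most 10,000,000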
WT yeast gro inh mutant strain: second read-out of WT yeast gro inh, no call of its own (marks repeat the call); inhibition, %; mitochondrial fusion phenotypic screen, mutant strain inhibition
Autophagy HCS cell loss 18 h: recorded beside Autophagy HCS, whose call it bears; toxicity, %; measured here: cell loss, nuclei count;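 cell loss after 18 h compound exposure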
NTR1 agonist cell count 20 µM: also measured in NTR1 agonist; calls as there; cell count; measured here: cell count, cytotoxicity flag
NS5 inhibitors pilot replicate: recorded beside NS5 inhibitors, whose call it bears; inhibition, %; measured here: pilot screen replicate inhibition
* = called active by the depositor; i = inactive; x = no result given; [ ] = another dose, or the depositor's remark.

SMILES | NTR1 agonist | NTR1 agonist cell count 20 µM | K1F lysis inhibition | LYP inhibition | NS5 inhibitors | WT yeast gro inh | WT yeast gro inh mutant strain | Autophagy HCS | Autophagy HCS cell loss 18 h | AID2073 | RSV antiviral HEp-2 | GPR35 antagonists | others
COc1ccc(-c2ccc(=O)n(CC(=O)Nc3ccc(C(=O)NC4CC4)cc3)n2)cc1OC | -0.2 | 36 | -0.2% | -9% | -2% | 0 | -4 | i | -3 | 12% | x | 4%
Nc1nc(CSc2nnnn2-c2ccc(Cl)cc2)nc(N2CCOCC2)n1 | 0.8 | 41 | 0.3% | -11% | 3% | -1 | 8 | i | -4 | -4% | 1.8% | 2%
O=[N+]([O-])c1ccc(N2CCc3ccccc3C2)cc1 | 0.9 | 61 | -1.6% | -14% | x | x | x | x | x | -8% | 3.2% | -3%
C[C@H]1CN=C(N(C)C)N1CC1CCCC1 | -4.5 | 94 | 2.2% | x | 2% | x | x | x | x | x | 0.3% | x
O=C(c1ccc2c(c1)N(Cc1ccc(F)cc1)C(=O)c1ccccc1S2(=O)=O)N1CCN(c2ccccn2)CC1 | 1.5 | 104 | -0.2% | 8% | 1% | 16 | -17 | i | 21 | 10% | 2.4% | -9%
O=C(Nc1ccccc1)N1CCN2C(=O)c3ccccc3C12c1ccccc1 (stereo not given) | -1.8 | 87 | 2.6% | 6% | -4% | 2 | 4 | i | 12 | -5% | 4.7% | 4%
O=c1c2ccccc2nc(-c2ccccc2)n1Cc1ccc(Cl)cc1 | 0.3 | 78 | -0.2% | -7% | -3% | 13 | 0 | i | -1 | 3% | 4.2% | -2%
COc1ccc(-c2cc(C(F)(F)F)nc(-n3cncn3)n2)cc1 | 1.1 | 85 | 0.3% | -8% | 0% | -2 | 3 | i | 5 | 4% | 0.5% | 10%
Cc1ccc(S(=O)(=O)N2CCOCC2)cc1NC(=O)COC(=O)c1ccc2c(c1)OCO2 | 0.8 | 46 | 0.5% | -4% | -10% | -15 | 4 | i | 0 | 0% | -0.1% | -12%
O=C(NCCCN1CCN(CCCNC(=O)c2ccccc2F)CC1)c1ccccc1F | -0.7 | 71 | 0.1% | -5% | -9% | -9 | -11 | i | 0 | -4% | -0.3% | 4%
CS(=O)(=O)N(CC(=O)N1CCN(c2ccccc2)CC1)c1cc(C(F)(F)F)ccc1Cl | 1.4 | 41 | 0.3% | -10% | -2% | -12 | -15 | i | -4 | 2% | 1.0% | 5%
COC(=O)c1ccc(COC(=O)CNC(=O)c2cccc(OC)c2)o1 | -0.3 | 57 | 0.7%[50 µM] | x | 2% | x | x | x | x | x | 0.8% | x
CCC(C)(C)NC(=O)CSc1nc(Cc2ccccc2)nc2ccccc12 | 4.9 | 45 | -0.5% | -3% | 7% | x | x | x | x | 8% | 60% | -8%
CCCCCN1CSC(=S)N(Cc2ccccc2)C1 | 2.2 | 57 | -2.7% | -3% | 0% | 15 | -4 | i | 21 | -18% | 1.4% | 11%
O=C(NCC1CCCO1)c1cc2ccccc2o1 (stereo not given) | -1.1 | 56 | -1.6%[50 µM] | -10% | -5% | x | x | x | x | 8% | 0.6% | -1%
COC(=O)C1CCN(S(=O)(=O)c2ccc(NC(C)=O)cc2)CC1 | 1.5 | 71 | -0.1% | -1% | 2% | 12 | 20 | i | -1 | -8% | 1.3% | -3%
COC(=O)C1=C(C(=O)c2ccccc2)C(c2ccc(OC)c(OC)c2)Nc2nnnn21 (stereo not given) | -0.5 | 52 | 0.6% | 5% | 5% | 0 | 19 | i | -45 | 5% | 1.1% | -15%
CC(=O)c1ccc(N2C(=NC(=O)COc3ccccc3)SC3CS(=O)(=O)CC32)cc1 (stereo not given) | 0.5 | 70 | 0.7% | -12% | 4% | x | x | x | x | 2% | 2.8% | 21%
O=C(NC(=S)Nc1ccccc1N1CCCC1)c1ccc([N+](=O)[O-])cc1 | 3.6 | 38 | -1.0% | 0% | 1% | 18 | 18 | i | 2 | -13% | 1.7% | 17%
COc1ccc(COc2ccc3c(C)cc(=O)oc3c2)cc1 | 1.8 | 64 | -0.6% | -4% | 0% | x | x | x | x | 14% | 1.7% | 12%
OCCC1CN(Cc2cnc(-c3ccccc3)s2)CCN1Cc1ccccc1 (stereo not given) | 0.0 | 32 | -1.1% | -2% | -7% | -4 | 3 | i | 18 | -9% | -1.6% | 18%
O=C(NC1CCCCC1)c1ccc(-c2ccc(Cl)cc2)o1 | 5.3 | 57 | -0.6%[50 µM] | x | 1% | x | x | x | x | x | -0.5% | x
COc1ccc2c(c1)C=C(CN1CCN(Cc3ccccc3C)C(CCO)C1)CO2 (stereo not given) | 0.7 | 52 | 1.7% | -7% | x | x | x | x | x | 6% | 7.6% | -3%
CCOc1ccc(CN(C)C(C)C(=O)NCc2ccccc2)cc1 (stereo not given) | -0.2 | 72 | 0.1% | -13% | -3% | x | x | x | x | -2% | -0.9% | 5%
COc1ccccc1N1CC(C(=O)Nc2ccc(S(=O)(=O)N3CCOCC3)cc2)CC1=O (stereo not given) | -5.1 | 87 | 0.9% | -10% | -1% | -9 | 12 | i | -10 | 6% | 1.8% | 0%
COCCCNc1nc(N)c([N+](=O)[O-])c(Nc2ccccc2OC)n1 | 0.5 | 74 | x | -7% | x | x | x | x | x | -1% | 14% | -15%
CC(=O)c1c(C(C)=O)c(C)n(-c2nc(-c3ccc(Br)cc3)c(C)s2)c1C | 7.0 | 81 | 0.1% | 4% | -7% | 25 | 27 | i | -7 | -2% | 9.9% | 19% | NS5 inhibitors pilot replicate=-4.0
CCC(=O)NCCCOc1ccccc1 | -1.0 | 40 | -0.3% | -3% | -1% | x | x | i | -2 | 14% | 0.4% | 10%
N/C(=N\OC(=O)c1ccccc1Cl)c1ccccn1 | -0.5 | 83 | 8.1% | -5% | -4% | 15 | 21 | i | 3 | 0% | 1.3% | -12%
COc1ccc2c(c1)SC(C)CC2=O (stereo not given) | -1.7 | 38 | 0.2% | -6% | -1% | -13 | 3 | i | -2 | 6% | -0.2% | 10%
CS(=O)(=O)N1CCC(C(=O)Nc2ccc(F)cc2F)CC1 | 1.1 | 60 | 2.9% | -3% | -12% | 3 | -16 | i | 0 | 2% | -0.2% | -8%
CCCC1(C(=O)OCC)NC(c2ccc(O)cc2)C2C(=O)N(c3ccc4c(c3)OCCO4)C(=O)C21 (stereo not given) | 1.0 | 47 | -0.4%[50 µM] | -4% | -2% | -6 | 5 | i | -4 | 25% | 0.1% | -7%
CC1(C)CN2C(=S)N(c3ccccc3)C(c3ccccc3)N2C1 (stereo not given) | 0.4 | 58 | 1.1% | -1% | 0% | 12 | 14 | i | 3 | -6% | 1.3% | -2%
Cc1ccc(C(C)NC(=O)c2ccncc2)c(C)c1 (stereo not given) | 0.0 | 68 | 0.2% | -10% | -14% | x | x | x | x | -1% | 11% | 3%
Oc1c(C(Nc2cccc(C(F)(F)F)c2)c2ccncc2)ccc2cccnc12 (stereo not given) | -0.1 | 63 | 0.5% | 0% | -6% | 35 | 27 | i | 33 | 13% | 3.1% | 13%
COc1cc(C(=O)N2CCN(C)CC2)cc(OC)c1OC | -0.1 | 58 | 0.0% | -7% | 0% | x | x | x | x | 4% | 0.4% | 12%
COC(=O)c1cc(C(=O)OCC(=O)N(C)c2ccccc2)cc([N+](=O)[O-])c1 | 1.2 | 52 | 0.0% | -12% | -2% | x | x | x | x | -5% | 2.5% | 14%
NC1=NS(=O)(=O)NC1c1cccc(F)c1 (stereo not given) | -1.6 | 29 | -2.5% | -2% | -3% | -4 | 0 | i | 24 | 11% | -0.7% | -6%
CC(C)(C)c1ccccc1NC(=O)c1ccco1 | -0.4 | 61 | 7.3% | -5% | -5% | -14 | -6 | i | 0 | 0% | -0.8% | 8%
CC(C)c1cc(=O)n2[nH]c(SCc3ccc(Cl)cc3)nc2n1 | 0.7 | 98 | 0.7% | -13% | 2% | x | x | x | x | 8% | 6.8% | -6%
CCN(CC(=O)Nc1ccc(NC(C)=O)cc1)C(=O)c1c(-c2c(F)cccc2Cl)noc1C | -1.5 | 63 | 0.4%[50 µM] | -12% | -1% | x | x | x | x | -7% | 2.2% | -2%
COC(=O)c1ccccc1OCc1cccc(C)n1 | 3.6 | 45 | 1.4% | -4% | -2% | -5 | 2 | i | 4 | 0% | 0.3% | 12%
CCn1c(=O)cc(SCC(=O)N2CCOCC2)c2ccccc21 | 3.5 | 90 | 6.8% | -1% | -5% | 0 | 5 | i | 7 | 4% | -1.1% | -13%
COc1ccc(CCNC(=O)C(=O)NCC2OCCN2S(=O)(=O)c2ccc(C)cc2)cc1OC (stereo not given) | -2.7 | 70 | 4.1% | -10% | 3% | x | x | x | x | -2% | 0.9% | -8%
CCOC(=O)C1=C(N)N(c2cc(S(=O)(=O)N3CCOCC3)ccc2Cl)C(=O)C1 | 1.5 | 53 | 0.1% | 1% | -1% | -1 | 2 | i | 21 | 7% | -0.1% | 9%

In the list so far, 3 have a CF3 group.
SMILES | NTR1 agonist | NTR1 agonist cell count 20 µM | K1F lysis inhibition | LYP inhibition | NS5 inhibitors | WT yeast gro inh | WT yeast gro inh mutant strain | Autophagy HCS | Autophagy HCS cell loss 18 h | AID2073 | RSV antiviral HEp-2 | GPR35 antagonists | others
COc1ccc(-c2cc(C(F)(F)F)nc(-n3cncn3)n2)cc1 | 1.1 | 85 | 0.3% | -8% | 0% | -2 | 3 | i | 5 | 4% | 0.5% | 10%
CS(=O)(=O)N(CC(=O)N1CCN(c2ccccc2)CC1)c1cc(C(F)(F)F)ccc1Cl | 1.4 | 41 | 0.3% | -10% | -2% | -12 | -15 | i | -4 | 2% | 1.0% | 5%
Oc1c(C(Nc2cccc(C(F)(F)F)c2)c2ccncc2)ccc2cccnc12 (stereo not given) | -0.1 | 63 | 0.5% | 0% | -6% | 35 | 27 | i | 33 | 13% | 3.1% | 13%

The listing continues.
SMILES | NTR1 agonist | NTR1 agonist cell count 20 µM | K1F lysis inhibition | LYP inhibition | NS5 inhibitors | WT yeast gro inh | WT yeast gro inh mutant strain | Autophagy HCS | Autophagy HCS cell loss 18 h | AID2073 | RSV antiviral HEp-2 | GPR35 antagonists | others
Cc1cc(=O)[nH]c(Nc2ccccc2C)n1 | -1.1 | 84 | 1.0%[50 µM] | -5% | -6% | x | x | x | x | 12% | -0.6% | 18%
Fc1ccc(COc2ccc(/C=N/n3cnnc3)cc2)cc1 | -1.3 | 88 | -0.1% | -3% | -6% | 4 | 11 | i | 9 | -5% | 2.0% | -2%
O=C(NC1CCCCC1)c1ccccc1NC(=O)C1CC(=O)N(c2ccc(Cl)cc2)C1 (stereo not given) | 1.9 | 89 | -0.1% | -2% | -8% | -8 | 1 | i | -2 | 0% | -0.3% | 5%
CN(C)c1cccc(C(=O)OCc2cc(=O)oc3cc(O)ccc23)c1 | 1.3 | 57 | -2.4% | 4% | -5% | 34 | -1 | i | 3 | 42% | 4.6% | -6%
